Pol III holo inh – blocks replication by bacterial DNA polymerase III holoenzyme; reconstituted DNA polymerase III holoenzyme replication, biochemical; Potency, µM (highest dose often 57.1 µM), inactives show at the highest dose activity change, negative = inhibition; 71,000 compounds, 0.25% hits; AID 603; also: potency is read from the fitted curve at half-maximal effect; % is scaled to controls: 0 for no effect and ±100 for the full control effect
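Reconstituted *E. coli* holoenzyme (0.35 nM Pol III, 1 nM beta, 154 nM SSB, 2 nM primase) was preincubated with compound for 15 min at RT. Synthesis on 1.4 nM ssM13Gori ran 35 min, then was stopped with PicoGreen/EDTA and read as dsDNA fluorescence.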
HBB splice mod – modulators of hemoglobin beta chain splicing. HBB splicing reporter cell assay, activation; EGFP reporter with mutant IVS2-654 intron; response scale: normalised to 500 nM splice-correcting PNA. Potency, µM (series often up to 46.1 µM), inactives show top-dose activation, actives largely listed as activators. 65,000 compounds, 0.06% hits. AID 925; also: potency is read from the fitted curve at half-maximal effect; 0% is about no effect
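Compounds were applied for 2 days to HeLa EGFP-654 cells, 500/well in Optimem with 2% FCS. The reporter's EGFP is disrupted by mis-splicing of beta-globin intron IVS2-654. Readout: summed well GFP fluorescence from 488 nm laser scanning; reference was 500 nM antisense […] 654 PNA.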
BRCT PPI red – inhibitors of human BRCA1 BRCT-phosphoprotein interaction (red fluorophore); P38398; BRCT-phosphopeptide binding, red fluorescence polarization; Potency, µM (titrated, usually from 76.9 µM), for the others: at the highest dose activity change, negative = inhibition, actives largely listed as inhibitors; 75,000 compounds, 0.03% hits; AID 892; also: % is scaled to controls: 0 for no effect and ±100 for the full control effect
Target sequence (P38398 whole entry, looked up): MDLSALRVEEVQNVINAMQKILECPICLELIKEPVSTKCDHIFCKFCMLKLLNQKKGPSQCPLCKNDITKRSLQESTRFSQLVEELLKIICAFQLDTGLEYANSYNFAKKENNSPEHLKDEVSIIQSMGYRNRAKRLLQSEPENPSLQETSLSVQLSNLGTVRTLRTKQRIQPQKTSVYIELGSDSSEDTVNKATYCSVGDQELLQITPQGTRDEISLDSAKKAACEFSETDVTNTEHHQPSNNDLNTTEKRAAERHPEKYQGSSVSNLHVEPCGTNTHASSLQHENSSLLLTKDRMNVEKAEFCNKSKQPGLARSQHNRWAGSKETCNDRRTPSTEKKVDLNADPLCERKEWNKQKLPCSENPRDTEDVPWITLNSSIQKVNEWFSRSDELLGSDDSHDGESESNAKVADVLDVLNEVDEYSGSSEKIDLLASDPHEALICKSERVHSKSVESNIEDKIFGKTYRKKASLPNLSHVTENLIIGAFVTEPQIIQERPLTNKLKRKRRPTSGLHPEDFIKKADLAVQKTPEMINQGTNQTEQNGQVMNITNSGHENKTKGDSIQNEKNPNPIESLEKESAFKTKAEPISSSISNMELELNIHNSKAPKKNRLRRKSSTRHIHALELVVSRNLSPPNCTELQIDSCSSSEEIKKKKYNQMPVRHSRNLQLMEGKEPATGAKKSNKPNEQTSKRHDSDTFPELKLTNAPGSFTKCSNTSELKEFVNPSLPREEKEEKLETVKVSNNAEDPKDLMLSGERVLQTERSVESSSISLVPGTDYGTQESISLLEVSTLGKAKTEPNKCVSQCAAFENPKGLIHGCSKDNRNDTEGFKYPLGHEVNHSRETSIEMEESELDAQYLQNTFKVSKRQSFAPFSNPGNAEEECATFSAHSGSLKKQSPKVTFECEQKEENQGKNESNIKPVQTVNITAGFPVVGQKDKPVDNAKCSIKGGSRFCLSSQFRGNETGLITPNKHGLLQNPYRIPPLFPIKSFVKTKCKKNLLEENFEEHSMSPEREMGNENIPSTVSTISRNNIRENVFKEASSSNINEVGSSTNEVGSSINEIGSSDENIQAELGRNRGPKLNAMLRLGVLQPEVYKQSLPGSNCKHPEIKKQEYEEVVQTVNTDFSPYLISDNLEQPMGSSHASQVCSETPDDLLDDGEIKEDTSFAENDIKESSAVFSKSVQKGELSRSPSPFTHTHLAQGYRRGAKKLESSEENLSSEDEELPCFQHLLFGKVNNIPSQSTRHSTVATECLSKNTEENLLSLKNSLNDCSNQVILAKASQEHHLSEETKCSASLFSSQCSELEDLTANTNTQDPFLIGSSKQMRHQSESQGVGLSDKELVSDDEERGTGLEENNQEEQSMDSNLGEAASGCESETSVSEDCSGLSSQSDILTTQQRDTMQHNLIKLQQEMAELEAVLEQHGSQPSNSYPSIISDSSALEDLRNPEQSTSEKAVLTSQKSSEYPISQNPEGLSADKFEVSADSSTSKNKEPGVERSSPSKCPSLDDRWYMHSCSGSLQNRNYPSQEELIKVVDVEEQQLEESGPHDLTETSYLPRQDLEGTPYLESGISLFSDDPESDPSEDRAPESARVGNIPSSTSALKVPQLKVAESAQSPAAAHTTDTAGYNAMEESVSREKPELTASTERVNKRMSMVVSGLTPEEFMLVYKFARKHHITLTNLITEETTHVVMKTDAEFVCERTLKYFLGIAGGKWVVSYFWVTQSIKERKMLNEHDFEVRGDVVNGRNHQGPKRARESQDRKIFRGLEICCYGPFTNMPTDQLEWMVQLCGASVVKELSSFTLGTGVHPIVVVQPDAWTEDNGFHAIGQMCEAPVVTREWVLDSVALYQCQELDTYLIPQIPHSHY
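Rhodamine-labelled pBACH1 10-mer (100 nM) bound to BRCT domain (100 nM) at pH 7.3; compounds incubated 12 min room temperature, polarization read. Free peptide defines full inhibition; unlabelled decapeptide titrated as control.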
BRCT inh green – blocks human BRCA1 BRCT binding to phosphopeptide, green readout. 75,000 compounds, 0.05% hits. Potency, µM (doses to about 76.9 µM), for the others: at the highest dose activity change, negative = inhibition, usual class: inhibitors. BRCA1 BRCT-phosphopeptide binding, green fluorescence polarization;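 also: potency is read from the fitted curve at half-maximal effect; plate controls were peptide without protein for full effect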
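Fluorescence polarization: His-tagged BRCT (~35 kDa BRCA1 C-terminus, 250 nM) bound to 100 nM fluorescein-labeled phosphorylated 10-aa BACH1 peptide, pH 7.3 phosphate buffer with DTT and Tween 20. Compounds incubated 12 min at room temperature; inhibition read as lowered polarization.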
Ub-GFP proteasome – ubiquitin-GFP accumulation via proteasome inhibition. Ubiquitin-GFP reporter cells, proteasome inhibition, GFP fluorescence; response scale: untreated = 0%, 10 µM MG-132 = 100%. Potency, µM (titrated, usually from 45.9 µM), for the others: at the top dose activation (GFP accumulation), most hits filed as activators. 67,000 tested, under 10 active. AID 526; active = well fitted activation curve with a large enough effect, not every such curve was filed as active; inconclusive = small, poorly fitted or top-dose-only effect, or another doubt; inactive = no such curve, though single readings can be large or run the other way; also: potency is read from the fitted curve at half-maximal effect
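Proteasome blockade was scored as a rise in GFP-expressing U2OS cells carrying a ubiquitin(G76V)-GFP construct, imaged after 4 hr compound treatment at 37 °C across a 46 uM–2.9 nM series.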
GFP derepression – epigenetic modulators derepressing GFP locus in mouse cells; mouse C127i GFP locus derepression, cytometry, 30 h; Potency, µM (highest dose often 46.1 µM), for the others: at the top dose GFP derepression (activation); 68,000 compounds, 0.09% hits; AID 597; also: % of control where 0% means no effect
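Derepression screen: silenced CMV-GFP reporter in murine C127i cells, 30 h compound incubation at 37 C, washed cells imaged by laser-scanning cytometer to enumerate GFP-expressing objects of 20 to 120 um.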
Hsp90 Hop PPI – changes Hsp90-Hop TPR2A binding signal, up or down. AlphaScreen TPR2A-His6 binding biotin-Hsp90 C-terminal peptide. Potency, µM (top dose mostly 57 µM), without a hit: at the highest dose activity change, negative = inhibition. 71,000 compounds, 0.44% hits. AID 595; active = well fitted curve in either direction with a large enough effect; inconclusive = small, poorly fitted or top-dose-only effect, or another doubt; also: potency is read from the fitted curve at half-maximal effect; % is scaled to controls: 0 for no effect and ±100 for the full control effect; many of its hits are not listed in these tables
CRE Fsk mod – alters forskolin-stimulated CRE reporter signaling in CHO cells. CHO CRE-bla reporter (cAMP response element driving beta-lactamase), forskolin EC10, beta-lactamase ratio. Potency, µM (series often up to 38.2 µM), inactives show at the top dose activity change, negative = inhibition, hits mostly activators. 71,000 compounds, 2.5% hits. AID 662; active = well fitted activation curve with a large enough effect in the signal ratio, with a control signal flat, not every such curve was filed as active; inconclusive = small, poorly fitted or top-dose-only effect, or effect the other way, or a change in a side signal; the % refers to the signal ratio; also: potency is read from the fitted curve at half-maximal effect; % of control where 0% means no effect
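Titrated compounds plus EC10 NKH 477 on CHO CRE-bla cells, 3 h, 37 °C. CCF4, 2 h RT. Ratio 460/530 nm → AC50.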
15-hLO inh – inhibitors of human 15-lipoxygenase (ALOX15). P16050. purified 15hLO-1, xylenol orange hydroperoxide absorbance. Potency, µM (doses to about 57.1 µM), inactives show at the top dose activity change, negative = inhibition, most hits filed as inhibitors. 74,000 compounds, 1.4% hits; also: potency is read from the fitted curve at half-maximal effect; % is scaled to controls: 0 for no effect and ±100 for the full control effect; nearly all actives have a fitted effect of over 55% in size
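Compounds were preincubated 15 min at room temperature with 40 nM purified human enzyme (25 mM Hepes pH 7.5, 0.01% Triton X-100); 50 uM arachidonic acid reacted 6 min. Fe-xylenol orange detection, 30 min, absorbance ratio 573/405 nm.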
USP2a inh – USP2a (human) protease inhibition. 60,000 compounds, 0.1% hits. O75604. Potency, µM (highest dose often 38.3 µM), inactives show top-dose activity change, negative = inhibition, hits mostly inhibitors. USP2a enzymatic assay, qHTS inhibition;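 also: potency is read from the fitted curve at half-maximal effect; nearly all actives have a fitted effect of over 60% in size; plate controls were DMSO for no effect and NEM full inhibition control for full effect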
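20 nM USP2 core + cpd, 30 min RT; add 20 nM Ub-PLA2/20 uM NBD C6-HPC; read Ex460/Em535 at 0 h and 2.5 h. Normalized to NEM; qHTS curve fit/classification.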
HADH2 inh – blocks human hydroxyacyl-CoA dehydrogenase type II. Potency, µM (series often up to 57.1 µM), for the others: at the top dose activity change, negative = inhibition, most hits filed as inhibitors. Q99714. recombinant HADH2, NADH fluorescence, beta-hydroxybutyryl-CoA. 73,000 compounds, 3.4% hits; also: potency is read from the fitted curve at half-maximal effect; % is scaled to controls: 0 for no effect and ±100 for the full control effect; nearly all actives have a fitted effect of over 60% in size; many of its hits are not listed in these tables
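His-tagged recombinant enzyme from E. coli, 20 nM, preincubated 15 min RT with compound; reaction started with 1 mM NAD+ and 90 uM beta-hydroxybutyryl-CoA in 100 mM Tris-HCl pH 9.0. NADH fluorescence (ex 360/em 450) read over 4 min; last-minus-first difference.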
An asterisk follows results filed as active; ? = inconclusive; . = no result given; [ ] = another dose, or the depositor's remark. Unless noted, calls follow the shape of the dose curve; as a rule, active = well fitted curve in the direction sought with a large enough effect; inconclusive = small, poorly fitted or top-dose-only effect, or another doubt; inactive = no such curve, though single readings can be large; an effect the other way counts as inactive or inconclusive. This is a subset, so the mix of outcomes need not match the whole.

SMILES	Pol III holo inh	HBB splice mod	BRCT PPI red	BRCT inh green	Ub-GFP proteasome	GFP derepression	Hsp90 Hop PPI	CRE Fsk mod	15-hLO inh	USP2a inh	HADH2 inh
CC1CCN(C(=O)C(Cc2ccccc2)NS(=O)(=O)c2ccc3c(c2)oc(=O)n3C)CC1 (configuration not stated)	-2%	-0.2%	0.0%	-4.3%	-1%	.	-4%[2.3 µM]	-6%	-5%	.	6%
CC(C)(C)NC(=O)COC(=O)c1ccc(O)cc1	3%	-5.1%	0.6%	-1.4%	-3%	2%	-5%	?	6%	0%	-21%
O=C(c1ccccc1)c1c[nH]c2cc3c(cc2c1=O)OCO3	12%	1.3%	1.0%	-0.6%	-6%	0%	8%	?	5%	0%	14%
CCC(=O)n1nc(-c2ccc(OC)cc2)nc1N	0%	2.2%	-1.4%	-0.2%	0%	0%	3%	?	-20%	2%	15%
COCCn1c(C)cc(C(=O)COC(=O)c2ccc(-n3nc(C)cc3C)cc2)c1C	4%	-3.5%	0.7%	-0.4%	-1%	-2%	-2%	-2%	-6%	1%	10%
Clc1ccc(OCc2cn3cccnc3n2)c2ncccc12	?	-0.3%[57.5 µM]	-1.4%	0.8%	1%	-2%	-1%	?	18%	28%	14%
CN/C(=C\[N+](=O)[O-])NCCSCc1csc(CN(C)C)n1	-1%[25.6 µM]	-1.9%[20.6 µM]	-1.4%[34.4 µM]	-2.2%[34.4 µM]	-4%[20.5 µM]	0%[20.6 µM]	-1%[26 µM]	-2%[17.1 µM]	11%[25.6 µM]	-1%[17.1 µM]	4%[25.6 µM]
COC(=O)c1c(NC(=O)c2cccs2)sc2c1CCC(C)C2 (configuration not stated)	-2%	-0.3%[57.5 µM]	-0.1%	-1.5%	0%	-1%	?	0%	-15%	-8%	?
Cc1oc(-c2ccc(Cl)cc2)nc1CN1CCC(C(=O)N2CCN(c3ccccn3)CC2)CC1	-7%	0.1%	-1.2%	2.8%	-11%	.	-2%[2.3 µM]	-6%	-18%	.	13%
CNc1ncnc2ccc(-c3cccc(OC)c3)cc12	-8%	0.6%	-0.6%	-2.6%	-5%	-3%[9.22 µM]	-10%	?	10%	188%[activator]	16%
O=C(Nc1cccc(-c2nc3ccccc3[nH]2)c1)c1cccc(NC(=O)c2ccco2)c1	-4%	-0.5%	2.8%	1.7%	4%	3%	-6%	?	-25%	-26%	78%[activator]
CCOC(=O)c1ccc(N2CSC3=C(C#N)C(c4cccs4)CC(=O)N3C2)cc1 (configuration not stated)	3%	-0.2%	0.4%	-0.4%	-7%	.	-3%[2.3 µM]	16%	13µM*	.	5µM*
C/C(O)=C(/C#N)c1nc2ccccc2[nH]1	-4%	4.9%[0.369 µM]	0.4%	-2.0%	.	-2%	-1%	-7%	-3%	-4%	-2%
NCCNc1cccc2ccccc12	-4%	0.5%	2.5%	0.2%	.	.	-4%	-16%	-20%	.	.
CCN(CC)S(=O)(=O)c1ccc2c(c1)nc(SCc1nc3ccsc3c(=O)[nH]1)n2CC	-2%	2.3%	5.0%	3.4%	6%	-1%	-6%	5µM*	-15%	39%[activator]	?

Continued, overlapping the part above by two compounds.
SMILES	Pol III holo inh	HBB splice mod	BRCT PPI red	BRCT inh green	Ub-GFP proteasome	GFP derepression	Hsp90 Hop PPI	CRE Fsk mod	15-hLO inh	USP2a inh	HADH2 inh
NCCNc1cccc2ccccc12	-4%	0.5%	2.5%	0.2%	.	.	-4%	-16%	-20%	.	.
CCN(CC)S(=O)(=O)c1ccc2c(c1)nc(SCc1nc3ccsc3c(=O)[nH]1)n2CC	-2%	2.3%	5.0%	3.4%	6%	-1%	-6%	5µM*	-15%	39%[activator]	?
CCC(=O)c1ccc(OCC(=O)O)cc1	0%	-0.5%[57.5 µM]	-2.5%	-1.8%	-3%	-1%	1%	-4%	8%	0%	-8%
O=S(=O)(NCCN1CCCC1)c1cccc2cccnc12	-8%	0.3%	-3.4%	1.7%	-7%	.	-5%	-10%	10µM*	.	9%
O=C(c1ccc(=O)[nH]c1)N(Cc1ccco1)C1(C(=O)NC2CCCC2)CCCCC1	-6%	-1.0%	-0.3%	-0.2%	10%	2%	?	-4%	9%	11%	-2%
O=C(c1ccccc1F)N1CCN(S(=O)(=O)c2ccc(S(=O)(=O)N3CCCCC3)cc2)CC1	-3%	2.0%	0.5%	-5.3%	-1%	1%	-2%	-4%	-16%	6%	29%
CCn1c(SCC(N)=O)nnc1-c1ccc(OC)c(OC)c1	-6%	.	-0.1%	-3.5%	6%	-1%	-1%	10%	7%	10%	7%
CCC(=O)c1cc(-c2nc3ccccc3n2C)n(C)c1	-6%	-0.7%	2.9%	-1.8%	-3%	1%	4%	?	7%	-4%	-2%
CN(c1ccc(C(=O)Nc2ccccc2C(F)(F)F)cc1)S(C)(=O)=O	1%	-0.2%	-0.9%	0.6%	-2%	-4%	-1%	-2%	15%	5%	0%
Cc1noc(C)c1-c1nccc(N(C)C)n1	-1%	0.5%	0.4%	-2.1%	-6%	-9%[9.22 µM]	-2%	?	-16%	42%[activator]	-2%
CCN(CC)c1nc2ccccc2nc1C(C#N)C(=O)NCCCOC (configuration not stated)	-9%	0.7%[57.5 µM]	-1.2%	-0.1%	-3%	6%	0%	6.3µM*	-18%	8%	-1%
O=c1cnc2cnc(OCc3ccccc3)nc2n1CCc1ccccc1	-4%	0.5%	-0.2%	4.7%	-1%	5%[9.22 µM]	-2%	?	0%	-1%	-5%
COCCCNC(=O)c1cn(Cc2c(F)cccc2Cl)nn1	3%	.	0.6%	-1.0%	3%	-1%	1%	-1%	7%	1%	1%
O=c1c2[nH]c3ccccc3c2ncn1CCC1=CCCCC1	-2%	2.4%[1.84 µM]	-0.7%	-3.0%	4%	0%	-3%	?	1%	5%	8%
O=C(O)[C@@H]1[C@@H]2C[C@H]([C@@H](Br)[C@H]2N2C(=O)CCC2=O)[C@@H]1C(=O)O	-4%[11.4 µM]	5.7%[9.22 µM]	-2.2%[15.4 µM]	-2.7%[15.4 µM]	-5%[9.17 µM]	-1%[9.22 µM]	-5%[11 µM]	11%[7.6 µM]	17%[11.4 µM]	.	11%[11.4 µM]
CC(=O)Nc1ccc(S(=O)(=O)N2CCN(CCCOc3cc(C)ccc3C)CC2)cc1	-5%	-0.6%	-0.6%	2.6%	-3%	-3%	-10%	-11%	-8%	41%[activator]	8%
O=C(CN1CCOCC1)Nc1scc(-c2ccccc2)c1C(=O)N1CCOCC1	-6%	-0.4%[57.5 µM]	-1.3%	-0.9%	6%	0%	-2%	4%	0%	-5%	-2%
Cc1cc(NC(=O)C(C)C)ncc1NC(=O)c1cccc(F)c1	-1%	.	-2.4%	-1.4%	-8%	-2%	-1%	-3%	-8%	1%	0%
CC1(C)[C@@H](CC(=O)O)CCC[C@@H]1CC(=O)O	1%[11.4 µM]	3.2%[9.22 µM]	0.2%[15.4 µM]	-1.7%[15.4 µM]	-6%[9.17 µM]	0%[9.22 µM]	-3%[11 µM]	4%[7.6 µM]	4%[11.4 µM]	.	-1%[11.4 µM]
Cn1c(=O)oc2cc(S(=O)(=O)NCCC(=O)N3CCc4ccccc4C3)ccc21	0%	-1.1%	-0.3%	-1.2%	-14%	-2%	-10%	1%	4%	3%	-2%
COc1ccc(N2CCN(C(=O)CC3NC4CCCCC4NC3=O)CC2)cc1 (configuration not stated)	0%	-2.0%[57.5 µM]	0.9%	-0.6%	-2%	0%	-2%	11%	-2%	5%	-1%
COC(=O)N1CCC[C@@]2(CCN(c3ccncc3)C2)C1	-4%	3.4%	-0.2%	-2.6%	2%	0%[9.22 µM]	-1%	-1%	-6%	-15%	-4%
CC(=O)N1CCC2(CC1)CCN(C(c1ccccc1)c1ccccc1)CC2	-2%	1.2%	-0.9%	-2.5%	-7%	0%[9.22 µM]	0%	-7%	5%	13%	3%
